TAG inh: reduces triacylglycerol accumulation in H9c2 cells; Nile Red lipid (TAG) fluorescence; cells loaded with 200 µM oleic acid; inhibition, % at 12.5 µM; actives 0.66% (n = 230,000);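 active means pattern-corrected inhibition of lipid staining of at least 50% with the nuclear-stain viability signal not falling by more than 50%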;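 further: 0% = DMSO wells and 100% = triacsin C control wells; some results filed as inactive read as strong as hits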
TAG inh DAPI viability: further read-out of TAG inh, marked with its call; DAPI nuclei signal change (viability), lower = more cytotoxic, %;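 whole-well DAPI fluorescence read on a plate reader as a viability signal; minus 50 percent equals half of cells still viable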
Active calls of the source: *. An excerpt. The share of hits here may be higher or lower than overall.

SMILES	TAG inh	TAG inh DAPI viability
CN1CC(=O)N(CC(=O)Nc2ccc(Br)cc2F)C1=O	-7	5
CCC(=O)N(c1nnc(SCC(=O)Nc2ccccc2Cl)s1)C1CC1	-8	2
Cc1ccc2[nH]c(=O)c3cc(C(=O)N4CCN(C(=O)c5ccco5)CC4)sc3c2c1	18	-2
CC(=O)c1ccc(NC(=O)Cn2nc(C)c([N+](=O)[O-])c2C)cc1	-10	4
CCN(C(=O)c1ccc2c(c1)OCO2)C12CC3CC(CC(C3)C1)C2	-16	4
COc1ccc(C(=O)N2CCN(S(=O)(=O)c3ccc(Br)cc3)CC2)cc1	-8	-11
CC(C)(C)NC(=O)COC(=O)c1cc(Br)ccc1Cl	-29	6
CCCCOc1ccc(Br)cc1CSC(=N)N	8	10
Cc1ccc(C(=O)N/N=C\c2ccc[nH]2)cc1[N+](=O)[O-]	2	-4
O=C(COC(=O)c1ccc(Cl)c(S(=O)(=O)NCc2ccccc2)c1)NCC1CCCO1 (stereo not given)	-12	9
Cc1ccc(S(=O)(=O)NC[C@H]2O[C@@H](n3cnc4c(N)ncnc43)[C@H](O)[C@@H]2O)s1	1	1
Cc1cccc(NC(=S)NCc2cccs2)c1	-4	12
Cc1csc(Nc2ccccc2)n1	-9	7
Cc1ccsc1C(=O)OCC(=O)NCc1ccccc1	1	-10
COc1cccc(OC)c1C(=O)NC(=S)N1CCOCC1	-18	0
COc1ccc(NC(=O)CN(C)C2CCS(=O)(=O)C2)cc1 (stereo not given)	19	-5
COc1cc(NC(c2ccccc2)c2ccccc2)cc(OC)c1OC	-5	-3
CCC1(c2ccccc2)NC(=O)N(CC(=O)Nc2ccc(Cl)c(S(=O)(=O)N3CCCCC3)c2)C1=O (stereo not given)	-14	-2
CCc1noc(C)c1C(=O)N1CCN(S(=O)(=O)c2ccc(C)cc2)CC1	2	-3
COc1ccc(S(=O)(=O)N2CCN(CC(=O)N3CCc4ccccc4C3)CC2)cc1OC	-25	2

Quoted at random: 2 compounds from above, in no set order.
SMILES	TAG inh	TAG inh DAPI viability
CCC1(c2ccccc2)NC(=O)N(CC(=O)Nc2ccc(Cl)c(S(=O)(=O)N3CCCCC3)c2)C1=O (stereo not given)	-14	-2
Cc1csc(Nc2ccccc2)n1	-9	7

Next compounds:
SMILES	TAG inh	TAG inh DAPI viability
COc1cccc(CC(=NO)c2cccc(OC)c2)c1	-27	15
CCOC(=O)C1CCCN(C(=O)c2ccccc2OC(F)(F)F)CC1 (stereo not given)	-6	-3
COCCCNC(=O)/C(C#N)=C/c1ccc(F)cc1	4	-2
O=C(CN1C(=O)c2ccccc2S1(=O)=O)c1ccccc1F	-6	-2
CCOC(=O)C1=C(O)C(=O)N(c2ccc(S(N)(=O)=O)cc2)C1c1ccc([N+](=O)[O-])cc1 (stereo not given)	12	-2
CCOc1ccccc1NC(=O)Nc1ccc(CC#N)cc1	-12	3
O=[N+]([O-])c1cc(S(=O)(=O)N2CCOCC2)ccc1OCc1ccccc1C(F)(F)F	8	2
CCCn1c(SCC(=O)NCc2ccccc2Cl)n[nH]c1=O	-6	1
O=c1oc2ccccc2cc1N1CCOCC1	10	-9
C/C=C(\C)C(=O)Nc1cccc(C2=NOC3(C2)C[C@@H](C(N)=O)N(C(=O)c2cc([N+](=O)[O-])cc([N+](=O)[O-])c2C)C3)c1 (stereo not given in full)	17	-8
N/C(=N\OC(=O)c1ccc(F)cc1)c1ccc(Br)cc1	-7	-6
Cc1cc(C(=O)NCCN2CCN(c3cccc(Cl)c3)CC2)n(-c2ccccc2)n1	31	-27
S=c1[nH]nc(-c2ccco2)n1-c1ccc(Cl)cc1	11	-9
C=C1[C@H](C)CN(S(=O)(=O)C(C)(C)C)[C@H]1CCO	-6	-7
COc1cccc(C(O)c2ncc(-c3cccc(F)c3)[nH]2)c1 (stereo not given)	11	17
Cc1ccc(S(=O)(=O)NCC(=O)OCC(=O)N2CC(=O)Nc3ccccc32)cc1	8	7
O=C(CCOc1ccccc1)N1CCN(c2ccc(O)cc2)CC1	5	-16
Cc1ccc(N=CC2=C(O)CC(c3ccccc3Cl)CC2=O)cc1 (stereo not given)	-9	7
CCc1ccccc1NC(=O)c1ccoc1C	2	-5
CCOc1cc(C2C3=C(CCCC3=O)NC3=C2C(=O)CCC3)cc(Cl)c1O	0	-1
COc1ccc(C2C(C(=O)NCC3CCCO3)c3cc(OC)c(OC)cc3C(=O)N2C)cc1OC (stereo not given)	-11	-4
COc1ccc(CN2CCC[C@]3(N[C@H](c4ccc(C)cc4)[C@@H]4C(=O)N(Cc5ccccc5)C(=O)[C@@H]43)C2=O)cc1	-11	1
CS(=O)(=O)N1CCC(C(=O)N2CCN(Cc3ccccc3)CC2)CC1	14	-5
O=C(C1=C[C@H](c2ccc3c(c2)OCO3)C[C@H](OCc2ccc(CO)cc2)O1)N1CCN(Cc2ccc3c(c2)OCO3)CC1	-40	-1
CC(C(=O)O)c1ccc2c(c1)[nH]c1ccc(Cl)cc12 (stereo not given)	3	-3
COc1ccc(NC(=O)C2CCCN2S(=O)(=O)c2ccc3c(c2)CCC(=O)N3)c(OC)c1 (stereo not given)	4	-13
C#CCOCCOCCOCCNc1nc(N2CCN(C(=O)CCCCCCCCCCNC(=O)Cn3cc(CCCCCN)nn3)CC2)nc(N2CCN(C(=O)CCCCCCCCCCNC(=O)[C@@H]([C@H](C)O)n3cc(C)nn3)CC2)n1	-26	7
O=C(Nc1ccccc1)N1CCn2c1nc1ccccc12	3	3
COc1ccccc1OCCCOc1ccc(/C=C2\SC(=O)NC2=O)cc1OC	24	-7
CCc1ccc(NC(=S)Nc2cccc3cnccc23)cc1	-17	3
O=C(NCC1CCCO1)c1cc2ccccc2cc1O (stereo not given)	10	0
NCCCCCc1cn([C@@H](CO)C(=O)NCCCCCCCCCCC(=O)N2CCNCC2)nn1	2	3
COc1cc(/C(C)=N/NC(=O)c2ccc(CSc3nncn3C)cc2)cc(OC)c1OC	2	-7
Oc1cccc(C2c3[nH]c4ccccc4c3CCN2Cc2ccc3c(c2)CCO3)c1 (stereo not given)	-11	29
CCN(CC(=O)NCC1CCCO1)S(=O)(=O)c1ccc2ccccc2c1 (stereo not given)	-1	-3
CC1(C(=O)NS(=O)(=O)Cc2cccc(Cl)c2)CCN1C(=O)C/C=C/c1ccccc1 (stereo not given)	4	-12
N#CC1=C2SCN(Cc3ccco3)CN2C(=O)CC1c1cccc2ccccc12 (stereo not given)	-9	-7
CC(Nc1cc(C)cc(C)c1)=[N+](C)CCNS(=O)(=O)c1ccc(Cl)cc1	13	0
CCCN(CC(=O)Nc1ccccc1C)C(=O)CCCOc1ccc(Br)cc1	5	3
O=C(CCCC(=O)NC1CCCCC1)Nc1ccc([N+](=O)[O-])cc1	13	-5
CCN(CC)CCCn1c2c(c(SCC(=O)Nc3cccc(C)c3C)nc1=O)CCC2	-16	-1
O=C(NCCOc1ccccc1)c1cc([N+](=O)[O-])ccc1N1CCOCC1	44	-25
Cc1ccccc1NC(=O)CN1CCC(n2nnc3ccccc32)CC1	12	4
Cc1ccc(C(C)NC(=S)NC2CCCCC2)cc1C (stereo not given)	18	-13
COC(=O)c1ccc(N2C(=O)C3C4C=CC(CC4)C3C2=O)cc1 (stereo not given)	7	-4
CNC(=S)N(Cc1ccc(OC)cc1)C1CC(=O)N(c2ccc(OC)cc2)C1=O (stereo not given)	-1	4
Cc1[nH]c2c(C)cccc2c1CCNC(=O)c1ccc2c(c1[N+](=O)[O-])C(=O)c1ccccc1C2=O	52*	-13*
COC(=O)CCC(=O)OC1(C)C(=O)C2=CN(CCc3ccccn3)C(c3ccc(OC)cc3)=CC2=C(Br)C1=O (stereo not given)	-7	7
O=C(CSC1=Nc2ccccc2C2=NC(c3ccccc3)C(=O)N12)NCC1CCCO1 (stereo not given)	9	7
O=C(CC1NCCNC1=O)OCc1ccccc1 (stereo not given)	-14	6
CNC(=S)NNC(=O)Cc1ccc(OC)cc1	2	-4
CCn1c(SCC(=O)c2ccc(Cl)cc2)nnc1-c1ccoc1C	-34	0
CCCCNC(=O)NCC(=O)Nc1ccc(F)c(F)c1	-12	18
CC1CCN(C(=O)CSc2nnc(CNc3ccc(F)cc3)n2Cc2ccco2)CC1	-11	-12
O=C(COC(=O)/C=C/c1ccc(C(F)(F)F)cc1)NCC1CCCO1 (stereo not given)	-2	2
O=C(CCS(=O)(=O)c1cccs1)Nc1ccc(C(=O)NCc2ccc(F)cc2)cc1	28	-7
C#CCOCCOCCOCCNc1nc(N2CCN(C(=O)Cn3cc(CCCN=C(N)N)nn3)CC2)nc(N2CCN(C(=O)[C@H]([C@@H](C)CC)n3cc(CCC(=O)O)nn3)CC2)n1	12	1
Cc1csc(NC(=O)c2oc3ccccc3c2C)n1	-7	2
CCCN(CCC)C(=O)C1CCN(c2ccc(S(=O)(=O)N3CCOCC3)cc2[N+](=O)[O-])CC1	-1	6
O=C(CCSCc1ccccc1)Nc1ccc2c(c1)OCCO2	9	-6
More entries follow.
SMILES	TAG inh	TAG inh DAPI viability
COc1ccc(Cl)cc1NC(=O)C(C)N1CCN(C/C=C/c2ccccc2)CC1 (stereo not given)	-8	10
O=C1c2cccc3c2C2(O)c4c1cccc4C(=O)c1cccc(c12)C3=O	9	-9
NC(=O)C1=C[C@@H](C2CCCCC2)C[C@@H](OCCCCO)O1	10	0
CCOC(=O)c1[nH]c2ccc(Br)cc2c1NC(=O)CNC	-16	2
O=C(Cc1ccc(NC(=O)C2CCCN(C(=O)C3CC3)C2)cc1)Nc1cccc(C(=O)N2CCCC2)c1 (stereo not given)	3	-1
COc1ccc(CNc2nn3c(-c4cccc(C(=O)N(C)C)c4)cnc3s2)cc1	-6	-14
O=C(NCc1ccncc1)C(=O)NCC(c1ccco1)N1CCN(c2ccccc2)CC1 (stereo not given)	7	-5
O=C(c1cccc(S(=O)(=O)N2CCOCC2)c1)N1CCN(c2ncccn2)CC1	66	-63
CN1C(=O)C(CCC(N)=O)NC1=S (stereo not given)	1	1
COCCn1c(C)cc(C(=O)CSc2nnc(-c3cccnc3)n2-c2ccccc2F)c1C	7	0
COc1ccc(-c2sc(Nc3ccccc3)n[n+]2-c2ccc(F)cc2)c(OC)c1OC	-3	16
COc1cccc(NC(=O)c2ccccc2Br)c1	-13	-3
CC(CNS(=O)(=O)c1ccc(Br)cc1)CN(C)C (stereo not given)	-20	6
CCc1noc(C)c1C(=O)NNC(=O)c1ccc(F)cc1	7	1
COc1cc(OC)c(OC)cc1CN1CCSCC1	3	-7
O=C1NCCCC1C(=O)N/N=C/c1cccc([N+](=O)[O-])c1 (stereo not given)	5	-2
Cc1ccc(C(=O)NCC(=O)NNC(=O)CN(C)S(=O)(=O)c2ccc(Cl)cc2)s1	0	-2
CCN(CC(=O)Nc1c(F)cccc1F)C(=O)COc1cccc2c1OC(C)(C)C2	24	-11
CNC(=O)C[C@H]1C(=O)N(CCc2ccccc2)C[C@@H]1c1ccc(OC)cc1	-3	6
CCc1ccc(NC(=O)c2noc(C(C)C)c2[N+](=O)[O-])cc1	-4	9
Oc1oc(-c2ccc(Br)cc2)nc1/C=N/c1ccccn1	5	0
CCCCC(=O)Nc1ccc(NC(=O)CC)cc1OC	2	10
COc1ccc2[nH]c(=O)c(CN(CC3CCCO3)C(=S)Nc3ccc(C)cc3)cc2c1 (stereo not given)	11	-5
O=C(Nc1nnc(S(=O)(=O)N2CCCCCC2)s1)c1ccccc1Br	-9	-3
COCCNC(=O)COC(=O)c1nsc(Cl)c1Cl	5	15
CCOC(=O)c1ccc(S(=O)(=O)NNC(=O)c2cccc(N(C)C)c2)cc1	4	-5
Cn1c(NCc2cccc(Br)c2)nc2ccccc21	-4	-10
COc1ccc(OCCSc2nnc(C(C)NC(=O)c3ccccc3F)n2C)cc1 (stereo not given)	-12	3
CSCC(C)N1CCC(CO)(CCc2ccccc2)CC1 (stereo not given)	-18	6
Cc1onc(-c2c(F)cccc2Cl)c1C(=O)N(C)CC(=O)Nc1cccc(F)c1	-12	-12
COC(=O)N1C(=O)[C@](c2ccccc2)(C2CCCC2)N1C(=O)OC	-7	4
CC1=CC(=O)OC1Cc1ccncc1 (stereo not given)	14	-11
Cc1c2cnn(CC(=O)NCc3ccccn3)c(=O)c2c(C)n1Cc1ccccc1	11	2
CN(CC(=O)Nc1ccccc1Cl)C(=O)C1CCN(C(=O)c2ccc(Cl)cc2)CC1	-17	4
CN(CCNC(=O)C1CCC(=O)N(Cc2cccc(F)c2)C1)CCc1ccccc1 (stereo not given)	-3	0

Ordered by molar mass (highest first): part of the list above
SMILES	TAG inh	TAG inh DAPI viability
CN(CC(=O)Nc1ccccc1Cl)C(=O)C1CCN(C(=O)c2ccc(Cl)cc2)CC1	-17	4
O=C(CCS(=O)(=O)c1cccs1)Nc1ccc(C(=O)NCc2ccc(F)cc2)cc1	28	-7
O=C(Nc1nnc(S(=O)(=O)N2CCCCCC2)s1)c1ccccc1Br	-9	-3
O=C(CSC1=Nc2ccccc2C2=NC(c3ccccc3)C(=O)N12)NCC1CCCO1 (stereo not given)	9	7
O=C(NCc1ccncc1)C(=O)NCC(c1ccco1)N1CCN(c2ccccc2)CC1 (stereo not given)	7	-5
Cc1ccc(S(=O)(=O)NCC(=O)OCC(=O)N2CC(=O)Nc3ccccc32)cc1	8	7
N#CC1=C2SCN(Cc3ccco3)CN2C(=O)CC1c1cccc2ccccc12 (stereo not given)	-9	-7
CCc1noc(C)c1C(=O)N1CCN(S(=O)(=O)c2ccc(C)cc2)CC1	2	-3
CS(=O)(=O)N1CCC(C(=O)N2CCN(Cc3ccccc3)CC2)CC1	14	-5
COCCNC(=O)COC(=O)c1nsc(Cl)c1Cl	5	15
CSCC(C)N1CCC(CO)(CCc2ccccc2)CC1 (stereo not given)	-18	6
CCc1ccc(NC(=S)Nc2cccc3cnccc23)cc1	-17	3
CCOc1ccccc1NC(=O)Nc1ccc(CC#N)cc1	-12	3
CCc1noc(C)c1C(=O)NNC(=O)c1ccc(F)cc1	7	1
Cc1ccsc1C(=O)OCC(=O)NCc1ccccc1	1	-10
COCCCNC(=O)/C(C#N)=C/c1ccc(F)cc1	4	-2
O=c1oc2ccccc2cc1N1CCOCC1	10	-9
CCc1ccccc1NC(=O)c1ccoc1C	2	-5

Bioassay records from PubChem.
